AmpC inh detg: qHTS Inhibitors of AmpC Beta-Lactamase (assay with detergent) | P00811 | AmpC hydrolysis of nitrocefin, absorbance 480 nm, 0.01% Triton | Potency, µM (titrated, usually from 114 µM), for inactives: top-dose activity change, negative = inhibition, hits mostly inhibitors | hit rate 0.041% among 370,000;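 note: potency is the fitted concentration of half-maximal effect; 0% = no-compound wells and -100% = no-enzyme wells; nearly all actives have a fitted effect of over 25% in size; some results filed as inactive show a strong effect at the top dose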
Target sequence (P00811 whole entry, looked up): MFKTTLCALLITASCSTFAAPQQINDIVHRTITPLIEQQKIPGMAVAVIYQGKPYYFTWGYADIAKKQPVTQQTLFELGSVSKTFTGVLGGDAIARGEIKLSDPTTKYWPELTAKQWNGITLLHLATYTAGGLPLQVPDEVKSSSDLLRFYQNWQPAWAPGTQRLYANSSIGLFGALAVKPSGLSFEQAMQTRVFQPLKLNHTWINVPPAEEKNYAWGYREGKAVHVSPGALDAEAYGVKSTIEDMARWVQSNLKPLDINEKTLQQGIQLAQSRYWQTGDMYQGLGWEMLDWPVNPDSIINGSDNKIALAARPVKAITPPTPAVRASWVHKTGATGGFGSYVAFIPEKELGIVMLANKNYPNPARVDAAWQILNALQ
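20 mM phosphate pH 7.0 + 0.01% (detergent screen) or 0.0001% Triton X-100; 5.3 nM AmpC reagent; cpd preinc 15 min RT; nitrocefin (800 uM stock) to start; A480 q20 s × 4 min; Activity was normalised to no-enzyme and no-compound control wells.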
LmPK inhibitor: qHTS Assay for Inhibitors of Leishmania Mexicana Pyruvate Kinase (LmPK). purified LmPK, Kinase-Glo ATP luminescence, 1 h. Potency, µM (highest dose often 57.5 µM), inactives show at the top dose activity change, negative = inhibition, actives largely listed as inhibitors. hit rate 0.37% among 290,000; note: potency is the fitted concentration of half-maximal effect
Target sequence (Q27686 whole entry, looked up): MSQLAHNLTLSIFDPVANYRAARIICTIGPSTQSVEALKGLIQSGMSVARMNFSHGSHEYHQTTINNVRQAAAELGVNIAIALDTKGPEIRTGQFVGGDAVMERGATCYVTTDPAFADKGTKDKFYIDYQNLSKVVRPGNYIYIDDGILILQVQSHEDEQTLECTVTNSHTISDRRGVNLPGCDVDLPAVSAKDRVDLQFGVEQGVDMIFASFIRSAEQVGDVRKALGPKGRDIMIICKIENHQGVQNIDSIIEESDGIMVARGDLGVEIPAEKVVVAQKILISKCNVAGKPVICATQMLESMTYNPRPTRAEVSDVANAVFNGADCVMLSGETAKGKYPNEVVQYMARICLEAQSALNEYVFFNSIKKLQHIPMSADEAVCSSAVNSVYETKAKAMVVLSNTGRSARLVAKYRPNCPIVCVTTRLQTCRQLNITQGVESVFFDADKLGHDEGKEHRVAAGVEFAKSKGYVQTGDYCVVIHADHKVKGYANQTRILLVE
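qHTS format; LmPK 0.1 nM; substrates PEP 0.5 mM and ADP 0.1 mM. One-hour room-temperature incubation, then coupled luciferase luminescence; 0.5 nM enzyme wells mark activation.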
AMA1-RON2 inh: qHTS for Inhibitors of AMA1-RON; Towards Development of Antimalarial Drug Lead: Primary Screen; hit rate 0.2% among 360,000; Plasmodium falciparum AMA1 (3D7) - RON2 peptide interaction; Potency, µM (top dose mostly 58.2 µM), without a hit: at the top dose activity change, negative = inhibition, most hits filed as inhibitors; AlphaScreen AMA1-biotinylated RON2 peptide binding;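 note: potency is the fitted concentration of half-maximal effect; 0% = vehicle wells and -100% = peptide control; nearly all actives have a fitted effect of over 45% in size; some results filed as inactive show a strong effect at the top dose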
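AMA1 (3D7) with his tag at 25 nM final met compounds first, then biotinylated RON2 peptide at 25 nM; detection used donor plus acceptor beads, 10 µg/mL apiece, read by AlphaScreen after 30 min at room temperature.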
AmpC inh no detg: qHTS Inhibitors of AmpC Beta-Lactamase (assay without detergent); AID 485341, 2010; hit rate 0.52% among 330,000; Potency, µM (doses to about 57.1 µM), for the others: at the highest dose activity change, negative = inhibition, most hits filed as inhibitors; AmpC nitrocefin hydrolysis, absorbance 480 nm, 0.0001% Triton; P00811;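 note: potency is the fitted concentration of half-maximal effect; plate controls were no compound for no effect and no enzyme for full effect; nearly all actives have a fitted effect of over 20% in size; some results filed as inactive show a strong effect at the top dose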
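20 mM phosphate pH 7.0 + 0.01% (detergent screen) or 0.0001% Triton X-100; 5.3 nM AmpC reagent; cpd preinc 15 min RT; nitrocefin (800 uM stock) to start; A480 q20 s × 4 min; Activity was normalised to no-enzyme and no-compound control wells.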
HCMV inh: qHTS Assay for inhibitors of the human cytomegalovirus (HCMV). HFF cells, HCMV-luciferase reporter, 72 h; hits give low values. activity change, negative = inhibition, % at 57.5 µM. hit rate 4.5% among 410,000. AID 1259415, 2018; in the data active = activity change below about -60%; inconclusive = no clear call, values can overlap the other calls; inactive = above about -39%
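Inhibition of viral replication was scored as loss of reporter luminescence in HFFs infected with HCMV-luciferase (MOI 1 PFU/cell) for 72 h; compounds tested at 2 doses, normalized to buffer and Salinomycin controls.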
Sm TGR block: qHTS Assay for the Inhibitors of Schistosoma Mansoni Peroxiredoxins. hit rate 3% among 360,000. purified TGR, DTNB reduction, TNB absorbance 405 nm. Schistosoma mansoni thioredoxin glutathione reductase (TGR), Q962Y6. Potency, µM (series often up to 114 µM), inactives show top-dose activity change, negative = inhibition, most hits filed as inhibitors. AID 485364, 2010; note: potency is the fitted concentration of half-maximal effect; nearly all actives have a fitted effect of over 60% in size
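Kinetic colorimetric format: TGR-catalysed, NADPH-driven DTNB reduction monitored via TNB absorbance. Enzyme dispensed at 20 nM; compound exposure 15 min at room temperature before reaction start.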
TbPYK inhibitor: qHTS of Trypanosoma Brucei Inhibitors. TbPYK enzyme, Kinase-Glo Plus ATP luminescence, 45 min. Potency, µM (doses to about 76.8 µM), inactives show at the highest dose activity, negative = inhibition, usual class: inhibitors. hit rate 0.12% among 410,000. AID 624173, 2012; note: potency is the fitted concentration of half-maximal effect; nearly all actives have a fitted effect of over 50% in size
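ADP (130 uM final) triggers the TbPYK reaction after compound addition; incubation is 45 min at room temperature. Kinase-Glo Plus is then added and luminescence imaged. Normalized data are fitted to concentration-effect curves.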
* = called active by the depositor; u = inconclusive; x = not tested or not shown; & = joins results of further samples; [ ] = dose if it differs, or a comment. Unless noted, calls come from the whole dose curve; as a rule, active = well fitted curve in the direction sought with a large enough effect; inconclusive = small, poorly fitted or top-dose-only effect, or another doubt; inactive = no such curve, though single readings can be large; an effect the other way counts as inactive or inconclusive. Unless noted, % is set by controls: 0 for no effect and ±100 for the full control effect.

Preview:
SMILES	AmpC inh detg	LmPK inhibitor	AMA1-RON2 inh	AmpC inh no detg	HCMV inh	Sm TGR block	TbPYK inhibitor
CCOc1cccc(C(=O)Nc2nccs2)c1	-7%	-5%	-6%	-18%	74	-10%	1%
CN(C)CC(C)(C)CNc1ccc(S(=O)(=O)N2CCCC2)cn1	x	x	-6%	-15%	-4	x	-5%
Cc1nnc(N2CCN(c3ccccc3)CC2)c2c1nnn2Cc1ccc(F)cc1	19%	x	x	x	4	-3%	-8%
O=C(Nc1ccc2c(c1)OCO2)C1CCN(C(=O)c2cccs2)CC1	-12%	-6%	1%	-22%	-27	4%	5%
Cc1ccc(S(=O)(=O)N2CCC(C(=O)OCC(=O)N(CC(C)C)C3CCS(=O)(=O)C3)CC2)cc1C (stereo unspecified)	u	1%	11%	12%	-2	3%	0%
CC(=O)N1CCc2cc(S(=O)(=O)NCCC(=O)N3CCc4ccccc4C3)ccc21	2%	2%	26%	2%	x	0%	-2%
COc1cccc2cc(C(=O)C3=C(O)C(=O)N(CCN4CCOCC4)C3c3cccc(Cl)c3)oc12 (stereo unspecified)	2%	-16%	1%	-21%	x	-12%	5%
COc1ccc(Cl)cc1NC(=O)CSC1=Nc2ccccc2C2=NC(CC(=O)NCc3ccc4c(c3)OCO4)C(=O)N12 (stereo unspecified)	-5%	x	x	x	15	-1%	1%
O=C(Nc1nnc(S(=O)(=O)N2CCOCC2)s1)c1cccc(F)c1	-11%&20%	3%	-9%	-8%	34&72	-13%&8%	6%&-3%

The listing, repeating the preview:
SMILES	AmpC inh detg	LmPK inhibitor	AMA1-RON2 inh	AmpC inh no detg	HCMV inh	Sm TGR block	TbPYK inhibitor
CCOc1cccc(C(=O)Nc2nccs2)c1	-7%	-5%	-6%	-18%	74	-10%	1%
CN(C)CC(C)(C)CNc1ccc(S(=O)(=O)N2CCCC2)cn1	x	x	-6%	-15%	-4	x	-5%
Cc1nnc(N2CCN(c3ccccc3)CC2)c2c1nnn2Cc1ccc(F)cc1	19%	x	x	x	4	-3%	-8%
O=C(Nc1ccc2c(c1)OCO2)C1CCN(C(=O)c2cccs2)CC1	-12%	-6%	1%	-22%	-27	4%	5%
Cc1ccc(S(=O)(=O)N2CCC(C(=O)OCC(=O)N(CC(C)C)C3CCS(=O)(=O)C3)CC2)cc1C (stereo unspecified)	u	1%	11%	12%	-2	3%	0%
CC(=O)N1CCc2cc(S(=O)(=O)NCCC(=O)N3CCc4ccccc4C3)ccc21	2%	2%	26%	2%	x	0%	-2%
COc1cccc2cc(C(=O)C3=C(O)C(=O)N(CCN4CCOCC4)C3c3cccc(Cl)c3)oc12 (stereo unspecified)	2%	-16%	1%	-21%	x	-12%	5%
COc1ccc(Cl)cc1NC(=O)CSC1=Nc2ccccc2C2=NC(CC(=O)NCc3ccc4c(c3)OCO4)C(=O)N12 (stereo unspecified)	-5%	x	x	x	15	-1%	1%
O=C(Nc1nnc(S(=O)(=O)N2CCOCC2)s1)c1cccc(F)c1	-11%&20%	3%	-9%	-8%	34&72	-13%&8%	6%&-3%
Cn1c(SCn2nnc3ccccc3c2=O)nc2ccccc2c1=O	-9%	0%	x	-26%	x	-29%	x
CCS(=O)(=O)c1ncc(N(Cc2ccco2)Cc2sccc2C)c(C(=O)Nc2cc(C)ccc2C)n1	21%	x	x	x	-18	-3%	2%
O=C(Nc1ccc(F)cc1)C1CCCN(S(=O)(=O)c2cccc3nonc23)C1 (stereo unspecified)	u	-2%	-5%	-24%	u	-4%	8%
CN(C)C(=O)c1cccn1-c1ncc(C(F)(F)F)cc1Cl	-6%	-2%	-2%	2%	-15	5%	-3%
O=C(O)CC(C(=O)O)N1C(=O)/C(=C/c2ccc(-c3nc4ccccc4s3)o2)SC1=S (stereo unspecified)	-5%	7%	-9%	-36%	-3	u	-28%
Cc1ccc(C(C(=O)NCc2ccc(F)cc2)N(CCCO)C(=O)C2COc3ccccc3O2)o1 (stereo unspecified)	-9%	3%	1%	67%[activator]	-9	x	-10%
Cc1ccc(C)c(-c2[nH]c3c(c2-c2c(-n4cccc4)n(C)c(=O)n(C)c2=O)c(=O)n(C)c(=O)n3C)c1	5%	x	x	x	1	-18%	-4%
CCC(=Nc1ccc(Cc2ccncc2)cc1)c1c(O)n(C)c(=O)n(C)c1=O	-11%	-4%	11%&-9%	-7%	38	13%	2%
C/C(=N\NC(=O)c1ccccc1F)c1cccc(NC(=O)c2ccc(C)cc2)c1	u	-1%	-4%	-45%	57	u	7%
COc1ccc(NC2CCCN(C(=O)CSc3ccncc3)C2)cc1 (stereo unspecified)	5%	-2%	-5%	154%[activator]	29	-12%	0%
COc1ccccc1OCc1ccc(C(=O)n2nc(C)c(Cl)c2C)o1	u	2%	22%	-14%	41	-16%	-13%
COc1ccc(C(=O)Nc2ccc3c(c2)nc2n3CCSC2)cc1	-4%	0%	8%	-15%	31	-3%	0%
C[C@H]1CN([C@@H](C)CO)C(=O)CCCn2nncc2CO[C@H]1CN(C)S(=O)(=O)c1ccc(C#N)cc1	x	x	-1%	x	22	x	0%
COc1ccccc1Cn1cc(C(=O)c2ccc(F)cc2)c(=O)c2cc3c(cc21)OCO3	12%	x	x	x	0	9%	0%
Cc1occc1C(=O)NNC(=O)c1cccc(F)c1	u	-6%	3%	-16%[11.4 µM]	-30	-6%	0%
O=C(CNCCO)N1N=C(c2cccs2)CC1c1cccs1 (stereo unspecified)	0%	3%	57%[activator]	-11%	22	-27%	-1%
COc1ccc(C(=O)NC2CC2)cc1OC1CCN(Cc2cnn(C)c2)CC1	9%	-2%	2%	-17%	23	-6%	-7%
Cc1cc(Cl)ccc1NC(=O)CN1C(=O)NC2(CCCC2)C1=O	u	5%	8%	-15%	11	4%	2%
O=C1Nc2ccccc2N=C(c2ccccc2)C1N1CCOCC1 (stereo unspecified)	-13%	0%	-3%	-18%	62	1%	5%
O=C(Nc1ccc2c(c1)OCO2)C(c1ccccc1)N1CCCCC1 (stereo unspecified)	-15%	3%	-13%	-22%	-32	4%	11%
CCCCC1(C)NC(=O)N(CC(=O)Nc2ccc(Cl)cc2C)C1=O (stereo unspecified)	x	x	7%	5%	37	x	-4%
CCN=C1S/C(=C\c2ccc(-c3cccc(C(=O)O)c3)o2)C(=O)N1CC	-4%	1%	-2%	-14%	x	u	-3%
Cc1cc(NC(=O)NN2CCOCC2)nn1-c1c(Cl)cccc1Cl	3%	2%	-1%	-8%	26	11%	-15%
CCc1ccc2[nH]c(=O)c(CN(CCN(CC)CC)C(=O)NC3CCCCC3)cc2c1	-9%	-3%	-4%	31%	-23	-16%	4%
Cc1cccc(C)c1NC(=O)C(c1ccccc1)N1CCOCC1 (stereo unspecified)	u	2%	u	-10%	-3	-6%	4%
Nc1ccc(Sc2cc(Cl)nc(N)n2)cc1	3%	6%	x	-32%	x	3%	x
O=C(NCC1CCCCC1)c1cc([N+](=O)[O-])ccc1Cl	-7%	7%	-3%	-31%	29	-2%	-8%
O=C(CSc1nnc2c(n1)[nH]c1ccccc12)Nc1ccc(S(=O)(=O)Nc2ncccn2)cc1	-5%	2%[11.5 µM]	-3%	-50%	-15	0%	1%
C/C(CC(=O)N1CCN(C=O)CC1)=N\NC(=O)c1ccc(Br)cc1	5%	0%	18%	-6%	u	x	-6%
COc1ccc(OC)c(C2=NOC(C(=O)Nc3cc(C)nn3-c3ccccc3)C2)c1 (stereo unspecified)	2%	0%	3%	3%	3	7%	1%
O=C(COC(=O)c1cccc([N+](=O)[O-])c1)NCc1ccc2c(c1)OCO2	-5%	-1%	4%	-35%	-38	-3%	6%
Cc1cc(C)n(CC(=O)NC2C(=O)N3C(C(=O)O)=C(CSc4nnc(C)s4)CSC23)n1 (stereo unspecified)	0%	14%	66%[activator]	-5%	-17	25µM*	-6%
CCOC(=O)C1C(=O)CC(=O)C(C(=O)OCC)C1c1ccc(O)cc1 (stereo unspecified)	x	x	-1%	x	16	x	-5%
CC(C)Oc1ccc2ccccc2c1CNC[C@H]1O[C@@H](n2cnc(C(N)=O)n2)[C@H](O)[C@@H]1O	x	x	14%	x	8	x	-2%
O=C(OCc1ccccc1)N1CCC2CC1c1cc(N3CCNCC3)ccc12 (stereo unspecified)	x	x	-22%	x	-6	x	-3%
O=C(O)c1ccc(-n2cc(-c3cc4ccccc4oc3=O)[nH]c2=S)cc1	2%	u	-4%	-9%	-64*	u	u
Cc1oc(C(C)(C)C)cc1C(=O)Nc1cccc(/C=C\C(=O)O)c1	u	0%	-7%	-24%	-36	-18%	39%[activator]
CC(C)(C)n1cnc2cc(NCc3ccccc3O)ccc21	-1%	3%	-7%	-31%	53	0%	-8%
COc1cccc2cc(C(C)N(CCCN3CCOCC3)C(=S)Nc3ccc(C)c(C)c3)oc12 (stereo unspecified)	u	0%	-3%	120%[activator]	-16	6%	-8%
CCCn1nc(-c2ccccc2)c2nc3ccccc3nc21	-1%	-2%	13%	-13%	-6	0%	-10%
COc1ccc(OC)c(-c2cc(C(=O)Nc3c(C)nn(Cc4ccccc4)c3C)no2)c1	0%	4%	-7%	72%[activator]	-28	-6%	2%
CCOC(=O)/C(C(N)=NC)=C(\O)c1ccccc1	-1%	-8%	6%	4%	4	-14%	1%
CC(C)n1cnnc1SCC(=O)Nc1cccnc1Cl	x	x	30%[activator]	-20%	0	x	-8%
C[C@@H]1CN([C@H](C)CO)C(=O)CCCn2cc(nn2)CO[C@H]1CN(C)C(=O)C1CC1	x	x	-6%	x	13	x	7%
Cc1nnc2ccc(N3CCCC3)nn12	-11%	0%	-13%	-21%	11	-9%	3%
O=C1CCc2cc(Br)ccc2O1	x	x	-2%	x	u	x	-10%

Screening data as filed in PubChem BioAssay.
